STAT3 activator: activators of IL-6 induced STAT3 signaling. U3A cells, IL-6 STAT3-luciferase reporter, luminescence; 100% = signal with IL-6 EC80 alone. activation (% of control), % at 5.6 µM. AID 871. hit rate 0.91% among 190,000;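 active means activation above the screen-wide mean of compound activation plus 3 SD, cut at about 130% in these data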;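 further: 0% = background luminescence of wells with medium and substrate only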
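Detection: reporter luminescence signal / Assay system: STAT1-lacking human U3A cells, STAT3 luciferase reporter / Incubation: compound pre-incubation 1 h before IL-6, then 6 h stimulation at 37 °C / Control set: IL-6-only high control / Read-out: % activation relative to IL-6 control / Probe or stimulus: Interleukin-6, 33 ng/mL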
STAT3 blocker: STAT3 signaling inhibition. inhibition, % at 5.5 µM. U3A cells, IL-6 STAT3-luciferase reporter, luminescence; host cell line lacks STAT1. hit rate 0.89% among 190,000. AID 862;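 active means inhibition above the mean inhibition across all screened compounds plus 3 SD, cut at about 44% in these data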;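 further: 0% = DMSO only wells and 100% = 100 µM nifuroxazide control wells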
STAT1 inh: inhibitors of IFN-gamma induced STAT1 signaling; NIH 3T3 STAT1-luciferase reporter, luminescence; inhibition, % at 5.5 µM; hit rate 0.35% among 200,000;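 active means inhibition above a set limit, the mean inhibition across all tested compounds plus 3 SD, cut at about 34% in these data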;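 further: 0% = IFN-gamma with DMSO and 100% = IFN-gamma with 300 µM nifuroxazide; values of inactives mirror those of a sister screen read the other way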
STAT1 act: STAT1 signaling activation. NIH 3T3 STAT1-luciferase reporter, IFN-gamma, luminescence; 100% = IFN-gamma alone, no compound. activation (% of control), % at 5.5 µM. hit rate 2.6% among 200,000;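 active means activation above the screen-wide mean activation plus 3 SD, cut at about 130% in these data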;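 further: raw ratio to IFN-gamma control signal so 100% means no change and 0% no light; values of inactives mirror those of a sister screen read the other way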
APP 5'UTR act: activates APP 5'UTR luciferase reporter; SH-SY5Y APP 5'UTR luciferase reporter, luminescence; zero percent = DMSO vehicle wells; hit rate 1% among 190,000; activation, % at 2 µM; AID 1276;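 active means activation above a set limit, based on mean plus 3 SD of controls, cut at about 140% in these data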; further: values of inactives mirror those of a sister screen read the other way
RAM network inh: yeast RAM network inhibition; inhibition, % at 50 µM; S. cerevisiae dse1pr::URA3 reporter, 5-FOA growth OD615, 2 d; analog-sensitive cbk1-as2 kinase mutant strain; hit rate 1.8% among 190,000;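 active means inhibition above a set limit, 3 SD over mean compound inhibition, cut at about 8.4% in these data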;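 further: 0% = DMSO-only wells with no growth and 100% = 10 µM 1-NA-PP1 full growth; inhibition rescues growth on 5-FOA so higher OD means more RAM inhibition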
NF-kB neuron act: compounds increasing NF-kB expression in human neuronal cells | NF-kB reporter expression; hits give high values | fold change at 12.5 µM | hit rate 1.6% among 190,000 | AID 1239; in the data active means fold change above about 3.3
FLuc inhib CS: counter-screen for luciferase assay inhibitors: firefly luciferase inhibition; inhibition, % at 10 µM; hit rate 1.5% among 200,000; ATPLite firefly luciferase biochemical luminescence, 10 min; P08659;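 active means inhibition above about 50% when tested at 10 µM, limit read from the data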
Target sequence (P08659 whole entry, looked up): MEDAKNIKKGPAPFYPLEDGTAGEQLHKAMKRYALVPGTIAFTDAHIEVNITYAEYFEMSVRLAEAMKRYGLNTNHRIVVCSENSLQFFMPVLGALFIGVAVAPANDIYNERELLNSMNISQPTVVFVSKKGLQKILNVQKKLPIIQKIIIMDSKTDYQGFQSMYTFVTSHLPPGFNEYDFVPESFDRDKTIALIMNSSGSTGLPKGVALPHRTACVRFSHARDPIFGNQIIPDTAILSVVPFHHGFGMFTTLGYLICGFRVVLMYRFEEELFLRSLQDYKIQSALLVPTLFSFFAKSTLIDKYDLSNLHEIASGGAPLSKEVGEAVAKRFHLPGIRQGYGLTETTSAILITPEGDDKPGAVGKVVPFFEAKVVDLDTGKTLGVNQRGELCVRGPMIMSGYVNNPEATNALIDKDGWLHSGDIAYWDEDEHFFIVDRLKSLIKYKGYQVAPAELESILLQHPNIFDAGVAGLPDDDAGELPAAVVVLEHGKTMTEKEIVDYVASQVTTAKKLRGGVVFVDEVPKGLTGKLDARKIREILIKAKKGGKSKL
APP 5UTR inh: APP translation inhibition; SH-SY5Y APP 5'UTR-luciferase reporter, luminescence; inhibition, % at 2 µM; hit rate 0.82% among 190,000; AID 1285;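 active means inhibition above a set limit, derived from the sample mean plus 3 SD, cut at about 45% in these data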; further: values of inactives mirror those of a sister screen read the other way
Hsp70 activator: switches on Hsp70 transcription | hit rate 0.04% among 200,000 | AID 1203 | activation, % at 10 µM | HeLa Hsp70 promoter luciferase reporter, luminescence; scaled: vehicle 0, proteasome-inhibitor control 100%;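 active means activation above the mean across all tested compounds plus 3 SD, cutoff set per campaign, cut at about 5.5% in these data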;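 further: 100% = MG132 at 30 µM as the positive control and 0% = DMSO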
* marks the source's active call; other numbers are inactive results. An unsorted share of the library; overall some 7.7% were active at least once.

How did COc1ccc(CN=C2NN=C(c3cccc(OC)c3)CS2)cc1 do in these assays?
STAT3 activator: 102; STAT3 blocker: 0; STAT1 inh: -29; STAT1 act: 126; APP 5'UTR act: 12; RAM network inh: 2.5; NF-kB neuron act: 2.1; FLuc inhib CS: 11; APP 5UTR inh: -12; Hsp70 activator: -0.1

How did COc1ccc(C2(CNC(=O)c3cccs3)CCOCC2)cc1 do in these assays?
STAT3 activator: 100; STAT3 blocker: 6; STAT1 inh: 4; STAT1 act: 97; APP 5'UTR act: 29; RAM network inh: 0.3; FLuc inhib CS: -7; APP 5UTR inh: -29; Hsp70 activator: 0.6

What do the screens show for `Cc1n[nH]c(C)c1CCCCOc1ccccc1`?
STAT3 activator: 92; STAT3 blocker: 12; STAT1 inh: 2; STAT1 act: 97; APP 5'UTR act: 31; RAM network inh: 0.2; NF-kB neuron act: 1.1; FLuc inhib CS: -3; APP 5UTR inh: -31; Hsp70 activator: 0.1

How did CC(CCc1ccccc1)NC(=O)C1CCN(c2nnc(-n3cccc3)s2)CC1 (configuration not stated) do in these assays?
STAT3 activator: 105; STAT3 blocker: -6; STAT1 inh: 0; STAT1 act: 101; APP 5'UTR act: 2; RAM network inh: 8.0; NF-kB neuron act: 1.1; FLuc inhib CS: 5; APP 5UTR inh: -2; Hsp70 activator: -0.3

Results for CC1CCc2c(C(=O)NCCCN3CCOCC3)csc2C1 (configuration not stated) ?
STAT3 activator: 98; STAT3 blocker: 4; STAT1 inh: -5; STAT1 act: 104; APP 5'UTR act: 5; RAM network inh: 0.3; NF-kB neuron act: 1.3; FLuc inhib CS: -4; APP 5UTR inh: -5; Hsp70 activator: 0.1

How did Cc1ccn2cc(C(=O)NC3CCN(Cc4ccccc4)CC3)nc2c1 do in these assays?
STAT3 activator: 92; STAT3 blocker: 18; STAT1 inh: 1; STAT1 act: 99; APP 5'UTR act: -2; RAM network inh: 2.6; NF-kB neuron act: 0.97; FLuc inhib CS: -6; APP 5UTR inh: 2; Hsp70 activator: -0.5

How did CCN=c1scc(-c2ccco2)n1/N=C/c1ccc(O)cc1 do in these assays?
STAT3 activator: 86; STAT3 blocker: 23; STAT1 inh: -11; STAT1 act: 110; APP 5'UTR act: 78; RAM network inh: 3.5; NF-kB neuron act: 1.1; FLuc inhib CS: 29; APP 5UTR inh: -78; Hsp70 activator: -0.1

What do the screens show for `O=C(c1ccccc1-c1nc(-c2ccc(Cl)cc2)no1)N1CCCC1`?
STAT3 activator: 115; STAT3 blocker: -15; STAT1 inh: -30; STAT1 act: 126; APP 5'UTR act: 84; RAM network inh: -1.2; NF-kB neuron act: 1.6; FLuc inhib CS: 6; APP 5UTR inh: -84; Hsp70 activator: 0.0

How did CC(C)(C)Cc1nnc(NS(=O)(=O)Cc2ccccc2)s1 do in these assays?
STAT3 activator: 97; STAT3 blocker: 10; STAT1 inh: 4; STAT1 act: 96; APP 5'UTR act: 0; RAM network inh: 4.4; NF-kB neuron act: 1; FLuc inhib CS: -2; APP 5UTR inh: 0; Hsp70 activator: -0.1

Results for CCOc1ccc(NC(=S)N2CCN(CCN3C(=O)c4cccc5cccc(c45)C3=O)CC2)cc1 ?
STAT3 activator: 114; STAT3 blocker: -12; STAT1 inh: -6; STAT1 act: 108; APP 5'UTR act: -5; RAM network inh: 0.5; NF-kB neuron act: 1.1; FLuc inhib CS: -1; APP 5UTR inh: 5; Hsp70 activator: -0.1

How did C1CCC(Nc2nnnn2C2CCCCC2)CC1 do in these assays?
STAT3 activator: 102; STAT3 blocker: 3; STAT1 inh: 1; STAT1 act: 99; APP 5'UTR act: 1; RAM network inh: 0.3; NF-kB neuron act: 1.3; FLuc inhib CS: -7; APP 5UTR inh: 0; Hsp70 activator: -0.2

How did N#Cc1c(-c2ccccc2)nc(SCC(=O)Nc2ccccc2)[nH]c1=O do in these assays?
STAT3 activator: 97; STAT3 blocker: 7; STAT1 inh: 6; STAT1 act: 95; APP 5'UTR act: 17; RAM network inh: 7.5; NF-kB neuron act: 1.2; FLuc inhib CS: -5; APP 5UTR inh: -16; Hsp70 activator: -0.3

What do the screens show for `Cc1ccc(Nc2ccc(-n3ccnc3)nn2)cc1C`?
STAT3 activator: 97; STAT3 blocker: 9; STAT1 inh: -5; STAT1 act: 105; APP 5'UTR act: 3; RAM network inh: 0.5; NF-kB neuron act: 1; FLuc inhib CS: 7; APP 5UTR inh: -4; Hsp70 activator: -0.1

How did O=C(O)C1CSC(c2ccccc2Cl)N1C(=O)c1ccc(Cl)cc1 (configuration not stated) do in these assays?
STAT3 activator: 102; STAT3 blocker: -4; STAT1 inh: 0; STAT1 act: 100; APP 5'UTR act: -4; RAM network inh: 0.8; NF-kB neuron act: 1.1; FLuc inhib CS: -2; APP 5UTR inh: 4; Hsp70 activator: -0.2

Results for O=C(O)c1cc(/C=C/c2ccc(N3CCOCC3)cc2)nc2ccccc12 ?
STAT3 activator: 65; STAT3 blocker: 43; STAT1 inh: 39*; STAT1 act: 64; APP 5'UTR act: 47; RAM network inh: 1.3; NF-kB neuron act: 1.9; FLuc inhib CS: 97*; APP 5UTR inh: -46; Hsp70 activator: -0.5

What do the screens show for `O=S(=O)(NCC(c1ccco1)N1CCOCC1)c1ccc(Cl)cc1` (configuration not stated)?
STAT3 activator: 104; STAT3 blocker: -7; STAT1 inh: 14; STAT1 act: 89; APP 5'UTR act: 2; RAM network inh: 1.3; NF-kB neuron act: 1.3; FLuc inhib CS: -3; APP 5UTR inh: -2; Hsp70 activator: -0.3

Results for COC1CCN(C(=O)CC2C(=O)NCCN2CC2CCCCC2)CC1 (configuration not stated) ?
STAT3 activator: 97; STAT3 blocker: 8; STAT1 inh: -9; STAT1 act: 106; APP 5'UTR act: -4; RAM network inh: 0.0; NF-kB neuron act: 1; FLuc inhib CS: -4; APP 5UTR inh: 4; Hsp70 activator: 0.1

How did O=C(c1ccccc1-c1nc2ccccc2[nH]1)N1CCOCC1 do in these assays?
STAT3 activator: 94; STAT3 blocker: 13; STAT1 inh: 3; STAT1 act: 98; APP 5'UTR act: 5; RAM network inh: 0.3; NF-kB neuron act: 1.1; FLuc inhib CS: -5; APP 5UTR inh: -5; Hsp70 activator: -0.4

How did CCNC(=S)N1CCN=C1Nc1nc(C)cc(C)n1 do in these assays?
STAT3 activator: 87; STAT3 blocker: 19; STAT1 inh: 3; STAT1 act: 96; APP 5'UTR act: -22; RAM network inh: 2.4; NF-kB neuron act: 1.2; FLuc inhib CS: -6; APP 5UTR inh: 22; Hsp70 activator: -0.5

How did O=S(=O)(Nc1ccccn1)c1cccs1 do in these assays?
STAT3 activator: 100; STAT3 blocker: 2; STAT1 inh: -9; STAT1 act: 106; APP 5'UTR act: 18; RAM network inh: 2.9; NF-kB neuron act: 1; FLuc inhib CS: -6; APP 5UTR inh: -18; Hsp70 activator: 0.2

What do the screens show for `N#Cc1c(C(F)(F)F)cc(-c2ccc(F)cc2)[nH]c1=O`?
STAT3 activator: 102; STAT3 blocker: 7; STAT1 inh: 0; STAT1 act: 98; APP 5'UTR act: 11; RAM network inh: 2.3; NF-kB neuron act: 0.99; FLuc inhib CS: 2; APP 5UTR inh: -11; Hsp70 activator: -0.3

How did O=C(Nc1nnc(SCC(=O)N2CCCc3ccccc32)s1)c1ccc2ccccc2c1 do in these assays?
STAT3 activator: 80; STAT3 blocker: 22; STAT1 inh: 6; STAT1 act: 94; APP 5'UTR act: 55; RAM network inh: 4.8; NF-kB neuron act: 2.4; FLuc inhib CS: 92*; APP 5UTR inh: -55; Hsp70 activator: -0.3

Results for CCOC(=O)C1C(=O)NC(N2CCCCC2)=NC1c1ccco1 (configuration not stated) ?
STAT3 activator: 104; STAT3 blocker: -3; STAT1 inh: 3; STAT1 act: 97; APP 5'UTR act: -10; RAM network inh: 0.0; NF-kB neuron act: 1.2; FLuc inhib CS: -4; APP 5UTR inh: 10; Hsp70 activator: -0.3

How did CCN/N=C(\Cc1nc2ccccc2[nH]1)c1ccccc1 do in these assays?
STAT3 activator: 121; STAT3 blocker: -17; STAT1 inh: 2; STAT1 act: 97; APP 5'UTR act: 13; RAM network inh: -0.4; NF-kB neuron act: 1.1; FLuc inhib CS: 0; APP 5UTR inh: -13; Hsp70 activator: 0.0

Results for O=C(Cn1nc(Cc2cccnc2)c2ccccc2c1=O)Nc1ccc2c(c1)OCO2 ?
STAT3 activator: 95; STAT3 blocker: 11; STAT1 inh: -1; STAT1 act: 101; APP 5'UTR act: -14; RAM network inh: 1.4; NF-kB neuron act: 1.1; FLuc inhib CS: -4; APP 5UTR inh: 14; Hsp70 activator: -0.2

How did COc1ccc2c(c1)C=C(CN1CCN(C(C)C)C(CCO)C1)CO2 (configuration not stated) do in these assays?
STAT3 activator: 100; STAT3 blocker: 4; STAT1 inh: -5; STAT1 act: 103; APP 5'UTR act: -15; RAM network inh: 0.8; NF-kB neuron act: 1.1; FLuc inhib CS: -7; APP 5UTR inh: 15; Hsp70 activator: 0.0

Results for CS(=O)(=O)NCCSCc1ccc(Cl)cc1 ?
STAT3 activator: 95; STAT3 blocker: 9; STAT1 inh: 1; STAT1 act: 99; APP 5'UTR act: 0; RAM network inh: 1.0; NF-kB neuron act: 0.95; FLuc inhib CS: -4; APP 5UTR inh: 0; Hsp70 activator: -0.2

Results for COc1cccc2sc(NNC(=O)c3nc4ccccc4s3)nc12 ?
STAT3 activator: 120; STAT3 blocker: -23; STAT1 inh: -8; STAT1 act: 107; APP 5'UTR act: 8; RAM network inh: 1.3; NF-kB neuron act: 1.1; FLuc inhib CS: -2; APP 5UTR inh: -8; Hsp70 activator: 0.2

Results for COc1ccc(CCN=C(N)NS(=O)(=O)c2ccc(F)cc2)cc1 ?
STAT3 activator: 93; STAT3 blocker: 13; STAT1 inh: 5; STAT1 act: 94; APP 5'UTR act: -23; RAM network inh: 2.7; NF-kB neuron act: 0.94; FLuc inhib CS: -6; APP 5UTR inh: 23; Hsp70 activator: -0.2

Results for O=c1[nH]c(CS(=O)(=O)c2ccccc2)nc2ccccc12 ?
STAT3 activator: 99; STAT3 blocker: 5; STAT1 inh: 4; STAT1 act: 96; APP 5'UTR act: -8; RAM network inh: 2.2; NF-kB neuron act: 1.2; FLuc inhib CS: -6; APP 5UTR inh: 8; Hsp70 activator: -0.1

Results for O=C(c1cc(S(=O)(=O)N2CCOCC2)ccc1F)N1CCCc2ccccc21 ?
STAT3 activator: 104; STAT3 blocker: 0; STAT1 inh: 11; STAT1 act: 90; APP 5'UTR act: -9; RAM network inh: 0.4; NF-kB neuron act: 0.95; FLuc inhib CS: -6; APP 5UTR inh: 9; Hsp70 activator: -0.4

How did Cc1cc2c(cc1C)CSC(c1c(O)ccc3ccccc13)SC2 do in these assays?
STAT3 activator: 101; STAT3 blocker: 7; STAT1 inh: -3; STAT1 act: 103; APP 5'UTR act: 21; RAM network inh: 2.2; NF-kB neuron act: 1.1; FLuc inhib CS: -6; APP 5UTR inh: -21; Hsp70 activator: -0.2

What do the screens show for `Cc1cc(C)c2nc(C(F)(F)F)nc(NCCCN3CCCC3=O)c2c1`?
STAT3 activator: 100; STAT3 blocker: 3; STAT1 inh: 5; STAT1 act: 95; APP 5'UTR act: 10; RAM network inh: 2.7; NF-kB neuron act: 0.95; FLuc inhib CS: -7; APP 5UTR inh: -10; Hsp70 activator: -0.3
